pPAFAH FP inh: inhibitors of human plasma PAF acetylhydrolase (pPAFAH); AID 463082; inhibition, % at 3.39 µM; Q13093; recombinant pPAFAH, FP-rhodamine probe fluorescence polarization; 1.5% of 330,000 active;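 active = inhibition above the mean inhibition across the screen plus 3 SD, cut at about 25% in these data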;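 note: inhibitors block binding of the rhodamine activity-based probe so polarization drops; 0% = enzyme with DMSO and 100% = wells lacking pPAFAH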
PAFAH1B2 inh: PAFAH1B2 (human) inhibition | P68402 | recombinant PAFAH1B2, FP-rhodamine activity probe, fluorescence polarization | inhibition, % at 3.39 µM | 1.2% of 340,000 active;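 active = inhibition above the mean of all tested compounds plus 3 SD, cut at about 24% in these data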;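 note: 0% = enzyme with DMSO and 100% = wells lacking PAFAH1B2; many of its hits are not listed in these tables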
Target sequence (P68402 whole entry, looked up): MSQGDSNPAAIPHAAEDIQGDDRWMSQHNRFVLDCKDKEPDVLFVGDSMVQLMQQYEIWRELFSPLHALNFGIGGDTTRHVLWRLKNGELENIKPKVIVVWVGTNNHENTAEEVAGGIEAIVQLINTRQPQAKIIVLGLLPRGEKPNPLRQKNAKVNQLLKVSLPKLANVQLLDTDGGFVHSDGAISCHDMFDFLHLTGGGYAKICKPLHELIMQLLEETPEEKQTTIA
PAFAH1B3 FP inh: inhibitors of human PAFAH1B3; inhibition, % at 3.39 µM; recombinant PAFAH1B3, FP-rhodamine probe, fluorescence polarization; Q15102; 0.28% of 340,000 active;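 active = inhibition above the screen-wide average of all tested compounds plus 3 SD, cut at about 25% in these data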;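 note: 0% = enzyme with DMSO only and 100% = wells lacking PAFAH1B3 protein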
Target sequence (Q15102 whole entry, looked up): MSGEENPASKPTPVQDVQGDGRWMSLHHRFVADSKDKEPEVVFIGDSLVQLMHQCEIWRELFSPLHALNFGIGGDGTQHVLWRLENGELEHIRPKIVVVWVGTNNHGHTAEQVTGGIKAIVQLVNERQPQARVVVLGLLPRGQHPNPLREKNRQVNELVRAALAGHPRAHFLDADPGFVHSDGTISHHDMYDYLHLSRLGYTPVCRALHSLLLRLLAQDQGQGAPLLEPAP
LYPLA2 inh: blocks human lysophospholipase 2, a PME1 counter-screen. O95372. recombinant LYPLA2, FP-Rh probe fluorescence polarization. inhibition, % at 5.9 µM. 0.38% of 320,000 active;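 active = inhibition above the screen-wide mean plus 3 SD, limit set per campaign, cut at about 26% in these data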;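 note: 0% = LYPLA2 with DMSO and 100% = wells lacking LYPLA2 enzyme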
PREPL inhibitor: inhibitors of human prolyl oligopeptidase-like enzyme PREPL. recombinant PREPL, fluorescence polarization activity-based probe. 0.68% of 320,000 active. inhibition, % at 5.96 µM; in the data active = inhibition above about 43%;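 note: 0% = enzyme with DMSO and 100% = wells lacking enzyme; many of its hits are not listed in these tables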
PAD4 FP inh: PAD4 (human) enzyme inhibition; recombinant PAD4, RCA probe fluorescence polarization; inhibition, % at 6.36 µM; AID 485272; 0.41% of 330,000 active; Q9UM07;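 active = percent inhibition above a cutoff equal to the mean of all tested compounds plus 3 SD, cut at about 15% in these data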;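 note: 0% = PAD4 with RCA probe and DMSO and 100% = probe without PAD4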
PAFAH2 inh: PAFAH2 (human) inhibition. 0.99% of 340,000 active. inhibition, % at 3.39 µM. Q99487. AID 492956. recombinant PAFAH2, FP-rhodamine activity probe, fluorescence polarization;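 active = inhibition above the mean over all tested compounds plus 3 SD, cut at about 30% in these data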;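 note: inhibitors block probe labeling of enzyme so polarization drops; 0% = enzyme with DMSO and 100% = wells lacking PAFAH2 protein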
LYPLA1 counter: blocks human lysophospholipase 1, a PME1 counter-screen; 0.16% of 320,000 active; inhibition, % at 5.9 µM; recombinant LYPLA1, FP-Rh probe fluorescence polarization;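 active = inhibition above the mean of all tested compounds plus 3 SD, set per campaign, cut at about 14% in these data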;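 note: inhibitors block serine hydrolase probe labeling of LYPLA1 so polarization falls; 0% = enzyme with DMSO and 100% = wells lacking LYPLA1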
Target sequence (O75608 whole entry, looked up): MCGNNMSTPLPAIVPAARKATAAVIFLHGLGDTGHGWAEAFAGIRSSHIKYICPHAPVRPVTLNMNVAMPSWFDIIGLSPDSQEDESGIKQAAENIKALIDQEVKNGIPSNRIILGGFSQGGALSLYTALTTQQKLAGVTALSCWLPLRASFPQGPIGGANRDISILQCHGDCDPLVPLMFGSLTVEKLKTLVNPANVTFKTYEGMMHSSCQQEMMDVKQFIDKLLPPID
GSTO1 inh: blocks human GSTO1 in RBBP9 counter-screen; 1.1% of 300,000 active; AID 1974; inhibition, % at 5.96 µM; P78417; recombinant GSTO1, activity-based probe fluorescence polarization;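 active = inhibition above the campaign mean inhibition plus 3 SD, cut at about 35% in these data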;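 note: 0% = GSTO1-1 with DMSO and 100% = wells lacking GSTO1-1 enzyme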
Target sequence (P78417 whole entry, looked up): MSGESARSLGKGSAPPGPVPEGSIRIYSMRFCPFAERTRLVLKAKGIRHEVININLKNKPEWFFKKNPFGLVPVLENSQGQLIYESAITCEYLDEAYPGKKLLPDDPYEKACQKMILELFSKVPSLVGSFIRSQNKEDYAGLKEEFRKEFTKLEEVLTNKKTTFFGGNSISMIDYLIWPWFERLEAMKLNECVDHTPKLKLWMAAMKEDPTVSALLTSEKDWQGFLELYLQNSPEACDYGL
The depositor's hits bear a star; . = not tested or not shown.

SMILES	pPAFAH FP inh	PAFAH1B2 inh	PAFAH1B3 FP inh	LYPLA2 inh	PREPL inhibitor	PAD4 FP inh	PAFAH2 inh	LYPLA1 counter	GSTO1 inh
COc1ccc(N2CCN(c3nc4c(C)cccn4c(=O)c3/C=C(\C#N)C(N)=O)CC2)cc1	2.0	0.6	-1.4	4.2	53.6*	-5.5	2.2	3.1	-1.1
O=C(Nc1nnc(S(=O)(=O)N2CCOCC2)s1)c1ccccc1Br	10.1	-0.1	-3.2	4.5	3.9	-2.8	7.6	1.3	-52.4
COc1nn(C(C)C(=O)N2N=C(C(F)F)CC2(O)C(F)F)cc1[N+](=O)[O-] (centres undefined)	6.5	3.1	0.7	11.6	7.3	-1.5	-1.7	4.4	7.9
CCOC(=O)C(=O)Nc1ccc2c(c1)OCO2	6.9	3.9	-3.6	4.8	-2.1	-5.1	0.7	2.4	7.1
c1ccc2c(c1)CCCN2c1nc2ccccc2n2cnnc12	9.8	-1.8	2.9	-2.3	11.2	1.3	8.3	1.8	-0.9
Cc1ccc(S(=O)(=O)N2CCCCC2)cc1C(=O)N1CCN(c2ccccn2)CC1	4.8	5.8	5.0	0.5	-15.7	0.1	1.9	-3.2	1.8
Nc1ccccc1SCC(=O)Nc1cccc2ccccc12	3.4	3.3	0.7	3.1	13.2	-2.3	2.9	1.2	17.4
Cc1ccccc1NC(=O)C1(C)Cc2ccccc2C(=O)O1 (centres undefined)	-8.4	0.8	4.6	-1.6	14.3	-3.4	2.3	1.0	5.0
Cc1ccc(NC(=O)C2CC2C)cc1S(=O)(=O)N1CCOCC1 (centres undefined)	0.7	1.1	8.0	1.9	0.3	-5.0	-3.8	1.5	11.2
COc1ccc(S(=O)(=O)N(C)c2ccc(C(=O)Nc3cccnc3)cc2)cc1	2.1	-2.6	-3.3	-5.9	-4.6	-1.5	5.9	-3.6	-1.0
CSc1ccccc1OCc1cc(C(=O)NC(C)c2cnn(C)c2)no1 (centres undefined)	1.1	-0.9	8.5	2.1	1.2	-2.2	3.7	-3.2	-0.5
NS(=O)(=O)c1ccc(CCNCC#Cc2ccccc2)cc1	4.7	3.2	5.9	3.5	-4.8	3.5	3.4	-2.0	-5.0

Some of the entries above in a different format.
> CSc1ccccc1OCc1cc(C(=O)NC(C)c2cnn(C)c2)no1 (centres undefined)
  pPAFAH FP inh: 1.1	PAFAH1B2 inh: -0.9	PAFAH1B3 FP inh: 8.5	LYPLA2 inh: 2.1	PREPL inhibitor: 1.2	PAD4 FP inh: -2.2	PAFAH2 inh: 3.7	LYPLA1 counter: -3.2	GSTO1 inh: -0.5

> Cc1ccc(NC(=O)C2CC2C)cc1S(=O)(=O)N1CCOCC1 (centres undefined)
  pPAFAH FP inh: 0.7	PAFAH1B2 inh: 1.1	PAFAH1B3 FP inh: 8.0	LYPLA2 inh: 1.9	PREPL inhibitor: 0.3	PAD4 FP inh: -5.0	PAFAH2 inh: -3.8	LYPLA1 counter: 1.5	GSTO1 inh: 11.2

> COc1ccc(N2CCN(c3nc4c(C)cccn4c(=O)c3/C=C(\C#N)C(N)=O)CC2)cc1
  pPAFAH FP inh: 2.0	PAFAH1B2 inh: 0.6	PAFAH1B3 FP inh: -1.4	LYPLA2 inh: 4.2	PREPL inhibitor: 53.6*	PAD4 FP inh: -5.5	PAFAH2 inh: 2.2	LYPLA1 counter: 3.1	GSTO1 inh: -1.1

> COc1nn(C(C)C(=O)N2N=C(C(F)F)CC2(O)C(F)F)cc1[N+](=O)[O-] (centres undefined)
  pPAFAH FP inh: 6.5	PAFAH1B2 inh: 3.1	PAFAH1B3 FP inh: 0.7	LYPLA2 inh: 11.6	PREPL inhibitor: 7.3	PAD4 FP inh: -1.5	PAFAH2 inh: -1.7	LYPLA1 counter: 4.4	GSTO1 inh: 7.9

Next structures.
SMILES	pPAFAH FP inh	PAFAH1B2 inh	PAFAH1B3 FP inh	LYPLA2 inh	PREPL inhibitor	PAD4 FP inh	PAFAH2 inh	LYPLA1 counter	GSTO1 inh
CCOc1ccc(C(=O)Nc2ccc(S(=O)(=O)Nc3nccc(C)n3)cc2)cc1OCC	-3.2	3.3	8.6	-2.9	2.1	-2.5	-2.5	2.1	17.2
CC(=O)Nc1ccc(N(C(=O)c2cnccn2)C(C(=O)NC2CCCCC2)c2ccc(F)cc2)cc1 (centres undefined)	-2.0	4.7	3.5	1.7	14.1	-1.1	5.7	2.8	1.8
Cc1c(C(=O)/C=C/c2cccs2)oc2ccc(F)cc12	-4.9	4.5	-0.8	5.9	8.2	0.5	-1.3	4.6	-1.4
Cc1nn(-c2ccccc2)c(C)c1-c1cc(C(=O)N/N=C/c2cccnc2)[nH]n1	-7.5	.	.	-8.1	-4.7	-0.5	.	-1.1	-9.0
Cc1cc(C)c(O)c(-c2cc(C(=O)NCc3ccccc3)[nH]n2)c1	0.9	0.0	16.0	-8.8	5.8	2.1	-12.3	-9.1	-11.3
Cc1ccc(CN2CCN(/N=C/c3ccc(C)s3)CC2)cc1	4.8	-2.3	4.5	14.5	10.5	-0.1	-5.6	3.0	3.0
CC1CCCCN1C(=O)c1ccc(C(=O)N2CCCCC2C)cc1 (centres undefined)	-2.7	2.0	-7.0	-5.9	10.1	-3.0	-5.8	-6.4	-2.2
COC(=O)c1ccc(C(NC(=O)OCc2ccccc2)/C(C)=C/[C@@H](C)C(=O)NCc2ccc(-c3ccccc3)cc2)cc1 (some centres undefined)	4.2	-3.8	-0.7	-13.5	6.7	0.5	-9.6	-10.1	-5.4
COC(=O)Cn1ncc(N(C)Cc2ccccc2)c(Cl)c1=O	-4.6	-4.8	4.9	-3.9	-8.5	-3.3	0.9	1.9	-9.6
Cc1cc(NC(=O)CCN2CCN(Cc3ccccc3)CC2)ccc1Br	-1.2	6.7	-0.9	2.2	18.1	-1.9	-6.3	-3.9	-4.3
COC(=O)/C=C1\SC(=NC(=O)c2ccc(C)cc2)NC1=O	1.6	4.6	9.3	2.8	5.5	-1.9	2.0	-2.2	14.8
COC(=O)CCC(=O)OC1(C)C(=O)C2=CN(Cc3ccc(OC)cc3)C(c3ccc(OC)cc3)=CC2=C(Br)C1=O (centres undefined)	13.9	10.8	8.6	-2.1	22.1	-13.1	2.2	-2.5	38.0*
CCN(CC)c1nc(-c2ccccc2)cc(C(F)(F)F)c1C#N	1.7	-1.9	0.9	2.9	-8.0	0.9	1.8	-2.1	11.8
Cc1cccc(N2CCN(C(=O)CCn3c(=O)[nH]c4ccsc4c3=O)CC2C)c1 (centres undefined)	8.8	5.1	15.2	6.5	-1.9	-3.9	0.7	1.4	-1.0
CN1CCN(NC(=S)NC2CCCC2)CC1	4.5	2.1	11.3	-3.1	3.5	-6.1	-1.0	-2.0	-7.4
N#Cc1ccc(/C=N/N=C(N)N)cc1	1.6	-1.3	-3.1	-8.0	15.6	-4.4	2.7	1.8	-1.6
Cc1ccc(C)c(OCCC(=O)Nc2cccc(S(=O)(=O)N3CCCCC3)c2)c1	-0.8	-4.3	0.8	-37.9	7.7	4.7	-9.7	-16.5	.
C/C(=N\NC(=O)Cn1nc(C)c([N+](=O)[O-])c1C)c1ccc(Cl)s1	-2.6	4.9	-4.2	1.0	-3.1	-1.1	-2.6	1.4	-1.7
CCOC(=O)c1ccc(NC(=O)Nc2ccc3c4c(cccc24)C(=O)N3CC)cc1	4.4	0.8	-7.0	-7.0	6.7	-6.8	-16.8	-5.8	-0.5
COC(=O)c1ccc(C2c3[nH]c4ccccc4c3C[C@H]3C(=O)N(C4CCN(Cc5ccccc5)CC4)CC(=O)N23)cc1 (some centres undefined)	6.3	-2.1	-0.3	3.7	5.3	-0.2	-0.3	-1.9	1.9
COC(=O)c1cc(S(=O)(=O)NCC2CCN(CCc3ccc(OC)cc3)CC2)cn1C	1.9	1.8	3.3	4.8	1.8	-1.0	-5.1	-0.4	-2.8
CC(/C=N/n1c(-c2ccco2)n[nH]c1=S)=C\c1ccco1	12.3	4.8	0.8	5.6	-6.3	-3.0	15.6	4.0	10.3
CCCc1nc2sc3c(c2c(=O)n1NC(=O)CCC(=O)OC)CCCC3	1.3	4.8	1.8	3.1	2.0	-0.4	4.8	2.3	10.5
COc1cc2cc(C)nc(Cc3cccc4ccccc34)c2cc1OC	2.7	7.2	-2.9	0.5	-22.2	-1.2	-1.3	-5.0	-3.0
COc1ccc(CCC(=O)OCC(=O)c2c(N)n(CC(C)C)c(=O)n(C)c2=O)cc1	7.3	5.9	1.6	6.0	24.2	-8.0	-3.4	-1.0	-0.1
COc1ccccc1NC(=S)NC(NC(C)=O)C(Cl)(Cl)Cl (centres undefined)	2.2	0.4	3.8	-2.0	5.5	0.5	-11.2	1.5	-4.1
Cc1nn(CCCNC(=O)C2CCCO2)cc1Br (centres undefined)	0.6	1.2	6.2	4.5	10.8	1.4	3.2	1.4	0.4
C=CCn1c(SCC(=O)Nc2c(C)nn(Cc3ccccc3)c2C)nnc1C(O)c1ccccc1 (centres undefined)	2.1	-5.2	4.1	-3.9	5.9	0.2	1.4	-1.7	6.7
COc1ccc(CC(=O)Nc2nnc(C(C)C)s2)cc1OC	1.1	3.3	6.5	-7.4	-4.0	-0.7	-0.9	-2.0	12.9
CCN(CC(=O)NC)S(=O)(=O)c1ccc(Br)cc1	-2.8	6.4	6.8	-1.9	17.5	-3.5	6.8	-3.1	9.9
COc1ccc(NC(=O)Nc2ccc3c(c2)C(=O)N([C@H](C)CO)C[C@H](C)[C@@H](CN(C)S(=O)(=O)c2ccccc2)O3)cc1	5.5	4.7	5.4	.	21.2	-2.8	-4.8	.	.
COC(=O)c1c(NC(=O)CN2CCN(c3ccccc3Cl)CC2)sc(C)c1C	1.0	-4.1	0.1	0.4	21.6	-1.1	-9.4	1.8	36.6*
CCOC(=O)Nc1nc(C)c(C(=O)N(C)C)s1	-1.5	6.6	7.1	8.8	3.1	1.1	-5.7	-2.3	-1.6
Cc1cc(C)cc(OCC(=O)N(Cc2ccc(N(C)C)cc2)C2CCS(=O)(=O)C2)c1 (centres undefined)	2.2	0.7	-2.6	13.5	20.7	-3.8	-1.3	4.6	11.3
CCOCCn1c(N2CCCC2)nc2c1c(=O)[nH]c(=O)n2C	0.3	4.1	5.2	4.5	-3.6	-1.0	-1.4	3.6	3.6
NC(=O)COc1ccccc1/C=C1/SC(=O)N(CC(=O)N2CCc3ccccc3C2)C1=O	6.3	-1.0	-4.2	5.7	-4.8	-1.4	1.0	-4.0	1.9
CCNC(=O)N1c2ccc(OC)cc2C(C)=CC1(C)C	-4.0	0.2	9.6	-3.6	3.9	-11.7	3.3	0.2	26.6
Cc1nc2ccccc2n1CC(=O)OCC(=O)NC1CC1	8.1	1.7	8.0	7.8	-8.6	0.2	1.0	5.1	1.8
Cc1ccc(S(=O)(=O)c2c(C)cc(C)[nH]c2=O)c(C)c1	4.1	0.7	-6.8	0.9	-1.5	3.5	-2.5	0.8	0.9
COc1ccccc1C(=O)CSc1cccc[n+]1[O-]	5.4	1.9	6.0	6.5	4.9	-0.5	2.7	0.5	-4.4
CN(C)C(=O)CNC(=O)C1CCCCC1	1.3	2.5	2.9	7.0	-3.5	2.1	8.1	1.7	-2.7
O=C(OC(C(=O)NCc1cccs1)c1ccccn1)c1cccs1 (centres undefined)	9.4	-2.5	-3.4	2.4	24.6	-2.9	5.2	2.7	5.6
COCCCNC(=O)CN(c1cc(C(F)(F)F)ccc1Cl)S(C)(=O)=O	1.5	2.1	-2.1	5.6	11.8	3.9	-8.9	2.5	17.2
O=C(CN1CCN(C(=O)C2CCCO2)CC1)Nc1cc(Cl)ccc1Cl (centres undefined)	8.8	7.2	4.3	1.4	9.9	-1.2	1.3	4.6	2.2

Bioassay records (PubChem)

A portion of the library. The share of hits here may be higher or lower than overall.
